C8 TRAIL sens – sensitizes caspase-8 expressing cells to TRAIL | NB7+C8 cells + TRAIL, ATPlite viability luminescence | inhibition (viability loss, TRAIL sensitization), % at 10 µM | hit rate 1% among 360,000 | AID 624354;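 active = compounds causing at least 50% loss of cell viability in the single-dose screen, relative to plate controls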
NCOA2 inhibitor – human SRC2 (NCOA2) inhibition; Q15596; HEK293 GAL4-SRC2 luciferase reporter, luminescence; inhibition, % at 9 µM; hit rate 0.17% among 370,000; AID 651957;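 active = inhibition above the mean inhibition of all tested compounds plus 3 SD, set per campaign, cut at about 52% in these data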;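 also: 0% = DMSO treated cells and 100% = cells given Gossypol at 36 µM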
SRC3 inh – inhibitors of human steroid receptor coactivator 3 (SRC3). hit rate 0.17% among 360,000. HEK293 GAL4-SRC3 luciferase reporter, luminescence. inhibition, % at 3.6 µM. AID 588352. Q9Y6Q9;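 active = inhibition above a per-campaign cutoff, the mean of all compounds plus 3 SD, cut at about 60% in these data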;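 also: 0% = DMSO-treated cells and 100% = gossypol-treated cells at 36 µM; higher means less SRC3-driven luciferase light from the GAL4 reporter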
EBV LMP1 NFkB – reduces LMP1-driven NF-kappaB luciferase signal | hit rate 0.69% among 350,000 | AID 504558 | LMP1-induced NF-kappaB luciferase reporter cells, luminescence | inhibition, % at 12.5 µM; in the data active = inhibition above about 41%;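 also: 0% = neutral control wells and 100% = reference inhibitor control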
Vif inh – inhibitors of HIV Vif | HEK293T cells, Vif self-association by quenched fluorescence, imaging, 24 h | hit rate 0.35% among 340,000 | inhibition, % at 7.49 µM; in the data active = inhibition above about 50%, passing the limit was not always enough; also: some results filed as inactive read as strong as hits
TROY NFkB inh – inhibitors of TROY-dependent NF-kB signaling; Q293 LMP1-TROYcd NF-kB luciferase reporter, 4 h; inhibition, % at 10 µM; hit rate 0.98% among 360,000; AID 1347056;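 active = compounds whose plate-normalised and pattern-corrected inhibition of the luciferase reporter signal at the single screening dose is 50% or more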
TLR9-MyD88 inh – TLR9-MyD88 interaction inhibition | hit rate 0.21% among 340,000 | CHO BLA complementation TLR9-MyD88, CCF4 FRET ratio | inhibition, % at 4.98 µM | AID 504734 | Q9NR96+Q99836;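 active = inhibition above the mean over all tested compounds plus 3 SD, cut at about 21% in these data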;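 also: 0% = DMSO only wells and 100% = clavulanate BLA inhibitor control wells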
NOD2-RIPK2 inh – blocks binding of human NOD2 to RIPK2. AID 624267. hit rate 0.38% among 360,000. O43353. CHO BLA complementation NOD2-RIPK2, CCF4 ratio. inhibition, % at 4.98 µM; in the data active = inhibition above about 21%;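 also: 0% = vehicle only and 100% = reference blocker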
COUP-TFII inh – inhibitors of human COUP-TFII (NR2F2) | inhibition, % at 8.6 µM | P24468 | hit rate 0.7% among 370,000 | HEK293T NGFI-A luciferase reporter, luminescence;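 active = inhibition above a per-plate cutoff, mean inhibition of test wells between control levels plus 3 SD, cut at about 38% in these data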;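 also: cells cotransfected with COUP-TFII expression vector driving the NGFI-A reporter; 0% = median of COUP-TF2 test wells and 100% = reporter-only cells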
Target sequence (P24468 whole entry, looked up): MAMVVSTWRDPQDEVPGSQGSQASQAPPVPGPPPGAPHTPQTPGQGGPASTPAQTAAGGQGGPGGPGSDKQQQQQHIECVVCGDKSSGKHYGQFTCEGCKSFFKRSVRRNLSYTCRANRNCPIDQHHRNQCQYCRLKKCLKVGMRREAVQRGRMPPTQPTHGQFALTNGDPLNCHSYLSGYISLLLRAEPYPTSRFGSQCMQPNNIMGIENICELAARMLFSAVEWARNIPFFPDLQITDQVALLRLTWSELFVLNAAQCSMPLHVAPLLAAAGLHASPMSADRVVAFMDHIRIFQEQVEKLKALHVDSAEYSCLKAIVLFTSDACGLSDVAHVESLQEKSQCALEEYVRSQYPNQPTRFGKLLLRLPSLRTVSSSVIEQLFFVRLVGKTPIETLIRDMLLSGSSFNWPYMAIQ
SRC1 inh – inhibits human SRC1 coactivator; Q15788; HEK293 GAL4-SRC1 luciferase reporter, luminescence; inhibition, % at 3.6 µM; hit rate 0.12% among 360,000; AID 588354;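 active = inhibition above the campaign mean plus 3 SD, with each screening campaign given its own cutoff, cut at about 60% in these data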;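 also: 0% = DMSO treated cells and 100% = gossypol at 36 µM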
NR5A2 inv ag – inverse agonists of human LRH-1 (NR5A2). O00482. HEK293T StAR-luciferase reporter, LRH-1 transfected, 24 h. inhibition, % at 3.6 µM. hit rate 0.13% among 360,000. AID 602396;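 active = inhibition above the mean inhibition of all tested compounds plus 3 SD, cut at about 73% in these data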;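 also: 0% = DMSO wells and 100% = reporter-only cells lacking LRH-1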
Target sequence (O00482 whole entry, looked up): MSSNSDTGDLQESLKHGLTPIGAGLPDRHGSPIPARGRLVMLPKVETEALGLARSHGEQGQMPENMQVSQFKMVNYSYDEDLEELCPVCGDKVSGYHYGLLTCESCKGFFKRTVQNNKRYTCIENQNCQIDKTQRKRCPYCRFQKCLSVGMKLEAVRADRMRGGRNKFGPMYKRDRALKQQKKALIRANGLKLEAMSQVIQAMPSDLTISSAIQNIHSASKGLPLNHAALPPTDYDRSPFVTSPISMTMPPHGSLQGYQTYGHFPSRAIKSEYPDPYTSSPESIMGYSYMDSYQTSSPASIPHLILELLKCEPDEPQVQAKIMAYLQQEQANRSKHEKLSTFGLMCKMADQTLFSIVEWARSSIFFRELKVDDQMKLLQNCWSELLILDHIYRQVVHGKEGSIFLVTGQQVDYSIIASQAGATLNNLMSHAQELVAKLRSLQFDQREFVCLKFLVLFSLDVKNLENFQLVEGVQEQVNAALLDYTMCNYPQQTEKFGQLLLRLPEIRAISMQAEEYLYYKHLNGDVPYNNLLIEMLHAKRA
An asterisk follows results filed as active; . = no result given. Some of the compounds tested (hit frequency here may not be typical).

SMILES	C8 TRAIL sens	NCOA2 inhibitor	SRC3 inh	EBV LMP1 NFkB	Vif inh	TROY NFkB inh	TLR9-MyD88 inh	NOD2-RIPK2 inh	COUP-TFII inh	SRC1 inh	NR5A2 inv ag
CCOC(=O)c1cnn2c(N)c(C#N)nnc12	-40	-12	10	-4	3	0	-3	-10	-11	-4	-4
COc1ccccc1C(=O)NCCC(=O)NN1C(=O)NC2(CCCCC2)C1=O	0	-20	14	1	-15	16	5	-4	5	-17	1
O=c1c2c(O)cc(O)cc2oc2ccc(O)c(O[C@@H]3O[C@H](CO)[C@@H](O)[C@H](O)[C@H]3O[C@H]3O[C@H](CO)[C@@H](O)[C@H](O)[C@H]3O)c12	1	19	11	2	2	6	1	-6	2	-9	4
Cc1csc2nc(O)c(C(=O)NCC3CCCO3)c(=O)n12 (centres undefined)	-14	-19	-8	-2	9	-2	-9	-9	-4	-1	-18
CC(C)(C)C(=O)N1CCN(c2ccc3c(c2)C2CC3CCN2C(=O)OCc2ccccc2)CC1 (centres undefined)	27	11	-7	.	9	-22	.	3	10	-15	-12
O=C(NCCCn1ccnc1)c1cc2cc([N+](=O)[O-])ccc2oc1=O	-4	10	16	4	0	5	4	6	9	0	0
COc1ccc(CN(C)C(=O)C2CC(=O)N(c3ccc4c(c3)OCCO4)C2)cc1 (centres undefined)	-3	3	-3	2	-7	-2	2	0	8	-24	-11
CCN(CC)CCOc1ccccc1C(C)=O	-3	15	18	2	-6	-9	9	-7	-8	11	3
COc1ccc(C(=O)N[C@H](C(=O)N2CCN(c3ccccc3F)CC2)C(C)C)cc1	-1	10	16	-3	-1	4	7	8	-7	-75	17
CC1(C)Cc2c(cnn2-c2ccccc2)C(NC(=O)CCCN2CCCCC2=O)C1 (centres undefined)	14	-38	-2	-2	-4	-7	4	0	11	8	5
COc1cc(OC)cc(C(=O)NC(C(=O)Nc2ccc3c(c2)CCC3)C(C)C)c1 (centres undefined)	-1	-18	12	-2	1	6	-4	1	-2	-1	4
Nc1cc(Oc2ccc(Cl)cc2Cl)nc(N)n1	-14	-6	10	-16	2	-1	2	1	-11	-5	25
CC(C(N)=O)N1C(=O)c2cccc3cccc1c23 (centres undefined)	24	3	-6	18	3	7	4	2	-12	0	14
CCN1CCN(c2nc3c(C)cccn3c(=O)c2/C=C(\C#N)C(=O)NC)CC1	2	-2	-1	-3	.	-5	-2	-4	-2	2	20
CC1CCN(C(=O)Cn2c3ccc(F)cc3c3nc4n(c(=O)c32)CCCS4)CC1	-20	.	11	-1	-1	-7	9	-5	.	28	-17
Cc1ccc(C(=O)N2CC(=O)Nc3ccc(F)cc3C2c2ccccc2)cc1[N+](=O)[O-] (centres undefined)	-2	-10	-7	10	-5	17	-6	-2	-5	-5	5
CNC(=S)N(CCc1c(C)[nH]c2ccccc12)Cc1ccco1	-6	19	5	0	2	-17	-1	-4	2	4	11
O=C(c1ccc([N+](=O)[O-])cc1)N1CCSC1c1ccccc1Cl (centres undefined)	0	-9	13	8	-3	0	9	-11	10	-28	0
COc1ccc(CN(C)C(=O)CCNS(=O)(=O)c2ccccc2)c(OC)c1	-29	11	2	-6	1	-9	-1	5	-2	9	10
O=C(CSc1nnc(COc2cccc3cccnc23)o1)N1CCN(C(=O)c2ccco2)CC1	2	-9	8	2	-2	12	-3	-5	-10	5	17
O=C(NCC1CCCO1)c1ccc2c(c1)S(=O)(=O)c1ccccc1C2=O (centres undefined)	-4	-28	-3	5	3	1	-4	-4	11	-1	-3
COc1ccc(-c2oc3c(c2C#CC2(O)CCCCC2)C(OC(C)=O)CCC3)cc1 (centres undefined)	8	-12	.	.	.	-8	.	6	-1	.	0
CNC(=S)N(Cc1cc2cc(C)cc(C)c2[nH]c1=O)C1CCCC1	-2	2	3	-1	1	8	-4	-14	-2	6	8
CCN(CC)CCOC(=O)/C=C/c1ccccc1OC	-3	-13	14	11	-1	14	-2	-4	-2	8	2
COc1ccc(C(CNC(=O)c2ccc(S(=O)(=O)N(C)C)cc2)N2CCCC2)cc1 (centres undefined)	4	-26	1	-40	-2	-5	0	-5	17	8	-32
Next part
SMILES	C8 TRAIL sens	NCOA2 inhibitor	SRC3 inh	EBV LMP1 NFkB	Vif inh	TROY NFkB inh	TLR9-MyD88 inh	NOD2-RIPK2 inh	COUP-TFII inh	SRC1 inh	NR5A2 inv ag
CCC(C)[C@H](NC(=O)NCc1ccco1)C(=O)O (some centres undefined)	-10	12	7	-6	.	-2	-1	-1	4	2	0
O=C(CSc1nnc(Cc2ccccc2)n1Cc1ccccc1)NCc1ccco1	-1	-28	6	0	0	-9	-8	-1	-16	-2	7
CCOc1ccc(NC(=S)N/N=C(\C)Cc2ccc(OC)cc2)cc1	47	2	7	2	5	-5	-19	-8	15	-4	7
Cc1cccc(C(=O)NNC(=O)c2ccccc2C)c1	-7	14	-6	7	3	-6	-2	-11	-9	-30	-5
CCN(CC)S(=O)(=O)c1ccc(N2CCN(c3cccc(OC)c3)CC2)c([N+](=O)[O-])c1	27	11	1	24	-4	29	5	-10	28	19	7
NC(=O)COc1ccc(Cc2ncc(C(F)(F)F)cc2Cl)cc1	-7	-8	9	-2	-5	8	4	-1	4	9	41
O=C(/C=C/c1ccc2c(c1)OCO2)Nc1c(C(=O)O)[nH]c2ccccc12	52*	-7	-12	4	-5	-7	-3	-6	-16	-20	-2
CCOC(=O)N(NC(=O)C(O)(c1ccccc1)c1ccccc1)c1ccccc1	5	7	26	19	1	-2	2	2	-11	15	36
Cc1cccc(NC(=O)CNC(=O)COc2ccc(-c3ccc(C#N)cc3)cc2)c1C	16	4	21	7	-5	-15	7	-5	-7	6	0
CCOC(=O)c1nnn(-c2nonc2-n2cccc2)c1CN1CCCCC1	2	-6	-2	1	-14	10	2	-5	6	2	9
COC(=O)CC(=O)CSc1nc2c(cc1C#N)CCC2	10	-22	-28	2	.	-23	11	4	-6	-7	-9
Cc1ccc(C(C)C)c(OCc2ccc(C(=O)N/N=C/c3ccc(C(=O)O)cc3)cc2)c1	16	47	-1	-3	3	-24	3	0	40*	-25	-26
CCCC(NC(=O)Cc1c(C)c2c(cc(C)c3c(C)coc32)oc1=O)C(=O)O (centres undefined)	10	8	5	-3	-10	-15	1	7	-2	4	-12
CN(C(=O)c1cccc(C#CC(C)(C)O)c1)C1CCCN(Cc2ccccc2F)C1 (centres undefined)	-9	-3	-1	-6	1	-1	-6	9	13	5	7
O=C(NC1CCCC1)c1cccc(S(=O)(=O)N2CCCC2)c1	-7	-23	-25	-1	2	-9	0	-4	1	-3	-1
O=C(CC1C(=O)NCCN1Cc1ccccc1C(F)(F)F)NC1CCCC1 (centres undefined)	-3	4	-62	6	-4	-1	-2	-3	0	6	3
COC(=O)c1ccc(OCC(O)CN2CCC(C)CC2)cc1 (centres undefined)	-5	20	4	4	5	-10	5	-12	-6	6	-8
CC(NS(=O)(=O)c1ccc2c(c1)OCCO2)c1ccccc1 (centres undefined)	-1	5	11	-2	35	-9	2	5	17	-3	6
C=CCn1c(NC(=O)c2ccc(Br)o2)c(S(=O)(=O)c2ccccc2)c2nc3ccccc3nc21	2	-4	-2	-6	1	24	-8	-13	2	8	7
CCNC(=S)Nc1ccc(OCc2nc3ccccc3s2)cc1	12	-24	-112	-40	2	-13	1	-6	-35	-56	-49
Cc1ccc(NC(=S)NCc2ccccn2)cc1	2	-16	7	-4	3	-24	-1	7	0	-14	-17
COC(=O)[C@@H](NCc1cccc(CN([C@H](C(=O)OC)C(C)C)S(C)(=O)=O)c1)C(C)C	0	-11	-15	5	-6	-17	-6	-4	3	6	-4
COc1cc(OC)cc(C(=O)Nc2ccc(N3CCOCC3)cc2N2CCOCC2)c1	-12	-1	-10	-1	0	0	-4	-3	-13	-7	-12
CCOCCc1nnc(NC(=O)CS(=O)(=O)Cc2ccccc2)s1	-16	3	-11	1	5	2	-5	-10	-1	8	16
COCCNC(=O)c1onc(CSc2cc(C)ccc2C)c1C(=O)O	-8	22	-5	5	9	5	-5	-2	8	0	0
(list continues)
SMILES	C8 TRAIL sens	NCOA2 inhibitor	SRC3 inh	EBV LMP1 NFkB	Vif inh	TROY NFkB inh	TLR9-MyD88 inh	NOD2-RIPK2 inh	COUP-TFII inh	SRC1 inh	NR5A2 inv ag
COc1ccc(Oc2coc3cc(OC(=O)c4cccs4)ccc3c2=O)cc1	-7	-3	9	-3	-12	-9	-5	2	11	-28	0
Cc1cccc(N2CCN(C(=O)CCN3C(=S)NC(C)(C)CC3C)CC2)c1C (centres undefined)	-13	-9	3	-13	7	12	-9	-7	18	-31	-13
O=C(c1cnn2c(C(F)(F)F)cc(-c3ccc4c(c3)OCO4)nc12)N1CCCC1	-2	-21	3	4	3	4	-21	-1	0	-3	-9
CCC1(C(=O)O)NC(c2cc(OC)ccc2O)C2C(=O)N(Cc3ccccc3)C(=O)C21 (centres undefined)	-10	-6	-22	-1	6	-1	-3	0	-9	-36	-21
O=C(Nc1ccccc1)c1cc2ccccc2s1	30	-20	-83	-58	-3	-43	-5	1	-24	-76	-74
CCCCCC1CC(CC(=O)Nc2ccc([N+](=O)[O-])cc2)C(=O)O1 (centres undefined)	-3	-1	4	1	3	14	-3	6	-7	14	5
COc1ccc(S(=O)(=O)N(C)C[C@H]2Oc3ccc(NC(=O)Nc4ccc(C(F)(F)F)cc4)cc3C(=O)N([C@H](C)CO)C[C@@H]2C)cc1	8	-5	9	-5	-1	30	-6	-8	3	-38	26
Cc1cc(C)c(C(=O)N(C)C2CCCN(Cc3ccccc3F)C2)o1 (centres undefined)	-13	-18	7	4	3	-7	-2	-5	12	-27	-2
CCOC(=O)c1cnc2ccc(Br)cc2c1NCC(C)O (centres undefined)	-7	-2	2	-3	0	2	10	0	-1	-83	15
CC1CC(=Cc2ccc(N)cc2)C(=O)O1 (centres undefined)	10	-54	-7	-12	27	-31	5	11	-10	-20	48
COc1ccc(NC(=O)CSc2nnc(-c3cccs3)n2C)cc1OC	-14	-1	4	-7	2	0	-3	9	-10	-6	7
N#CCC(=O)Nc1ccc(C(=O)OC(C(=O)Nc2cc(C(F)(F)F)ccc2Cl)c2ccccc2)cc1 (centres undefined)	12	23	2	8	-12	35	4	-9	-6	-2	14
CCCCSc1nnc(CSc2ncccn2)n1C	2	-42	-6	-13	-7	3	-2	5	8	-32	-10
NC(=O)c1ccc(NC(=O)CN2CCN(S(=O)(=O)c3ccc4ccccc4c3)CC2)cc1	-8	-11	-39	-1	-4	-8	13	3	-13	-2	-6
O=C(c1cc2cc(F)ccc2[nH]1)N1CCc2ccccc21	21	-46	-129	-38	-16	-47	-6	9	-65	-90	-82
CCOc1ccc(N2CC(C(=O)Nc3ccc4c(c3)OCCO4)CC2=O)cc1 (centres undefined)	-10	34	8	7	21	61*	9	-8	-16	-10	-4

Screening results deposited in PubChem BioAssay by several laboratories.
